Compound activity (PubChem BioAssay)
mcGAS MS inh – inhibitors of Mus musculus cyclic GMP-AMP synthase, initial high-throughput assay, cell-free, RapidFire MS; recombinant mouse cGAS, cGAMP by RapidFire MS; AID 1259397, 2018; hit rate 0.18% among 130,000; inhibition, % at 12.5 µM; Q8C6L5;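 active = inhibition of cGAS enzyme activity at or above 60%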;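 also: enzyme stimulated by 45 bp dsDNA with ATP and GTP substrates; cGAMP share of summed cGAMP plus half ATP and half GTP signals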
Target sequence (Q8C6L5 whole entry, looked up): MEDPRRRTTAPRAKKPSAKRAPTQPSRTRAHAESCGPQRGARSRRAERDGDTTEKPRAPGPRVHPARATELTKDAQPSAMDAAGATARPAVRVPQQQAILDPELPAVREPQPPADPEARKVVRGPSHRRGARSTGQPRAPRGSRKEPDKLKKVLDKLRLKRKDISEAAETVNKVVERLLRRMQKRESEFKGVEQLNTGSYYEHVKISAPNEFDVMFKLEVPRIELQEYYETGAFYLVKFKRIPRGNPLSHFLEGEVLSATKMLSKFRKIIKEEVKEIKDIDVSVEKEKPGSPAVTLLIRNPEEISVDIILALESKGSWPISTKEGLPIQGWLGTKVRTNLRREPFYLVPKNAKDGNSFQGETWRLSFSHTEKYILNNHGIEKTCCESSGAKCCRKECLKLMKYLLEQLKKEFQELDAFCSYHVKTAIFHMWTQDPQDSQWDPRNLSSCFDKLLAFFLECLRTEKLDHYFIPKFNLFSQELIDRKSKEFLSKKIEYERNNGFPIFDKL
Starred values were filed as active, the others as inactive.

Molecule,mcGAS MS inh
Cc1cc(-c2ccccc2)nc(=S)[nH]1,-1
O=C(O)c1cc(-c2cccc3ncccc23)cc(S(=O)(=O)NC2CC2)c1,3
CC(=NNC(=O)CCn1c2ccccc2c2ccccc21)c1ccc(Cl)s1,-4
Cn1ccnc1-c1nccn1-c1cccc(CN2CCCC2)c1,-16
Cc1ccc(NC(=O)CNc2ccc(Cl)cc2F)cc1,-11
O=C(NCc1ccccc1CN1CCCC1=O)c1sccc1Cl,-18
Clc1ccc2nc(-c3ccccn3)c(Nc3ccc4c(c3)OCO4)n2c1,6
COc1ccc(CN2CCN(C(=O)c3nc4ncccn4n3)CC2=O)cc1,-3
CC(C)(C)C1CCCC/C1=N/NC(=O)c1ccccc1Br (configuration not stated),1
CCc1nc(C)c(C(=O)N2CCC(O)(c3ccccc3)C2)s1 (configuration not stated),-16
O=C(CSc1nnc(CNC(=O)c2cccs2)n1-c1ccc(F)cc1)Nc1nc2ccccc2s1,-7
CCc1nc(C)c(C(=O)Nc2cnc3n2CCCC3)o1,-3
N#Cc1c(C2CCOC2)cc(-c2ccc(O)cc2)nc1N (configuration not stated),-14
COc1ccc(C(O)P(=O)(OC2CCCCC2)c2ccc(N(C)C)cc2)cc1OC (configuration not stated),-10
Cc1cc(-n2c(C)cc(C(=O)NC(C)C)c2C)no1,-7
CCOc1ccccc1CN1CCN(Cc2c[nH]c3ccccc23)CC1CCO (configuration not stated),-6
CCNC(=O)NC(=O)C(C)OC(=O)c1c(F)cccc1Cl (configuration not stated),6
Oc1[nH]c2ccc(F)cc2c1N=Nc1ccc(F)cc1F,-1
COc1cc(S(=O)(=O)NCc2ccco2)c(OC)cc1Cl,-3
CC1CCc2sc(C(=O)O)cc2C1 (configuration not stated),-6
COc1cccc(C2=NC(=O)C(CC(=O)Nc3cc(C(F)(F)F)ccc3Cl)S2)c1 (configuration not stated),0
CCCCNC(=O)CC1Nc2cc(C)c(C)cc2NC1=O (configuration not stated),-7
CC1CC(Sc2nnc(-c3ccc(C(C)(C)C)cc3)n2C2CCCC2)C(=O)O1 (configuration not stated),-19
O=C(CN1CCCC(C(F)(F)F)C1)Nc1nccs1 (configuration not stated),-7
CC(C)(C)NC(=O)COc1ccccc1C(=O)N1CCCCC1,-5
Cc1ccc(N(C(C)C)S(=O)(=O)c2cncc(F)c2)cc1,-29
C=C(C)CN(C)C(=O)c1coc(COc2ccc3c(c2)OCO3)n1,-6
CCC1=NN(C(=O)c2ccc(C)cc2)C(O)(c2ccncc2)C1 (configuration not stated),0
Cc1ncc(CN2CCC(N3CCC(C(=O)N4CCCC4)CC3)CC2)s1,7
N#CC1=C2SCCCN2C(=O)C(C#N)C12CCCCC2 (configuration not stated),1
CN1CCN(c2ccc(NC(=O)COc3ccccc3F)cn2)CC1,-13
CCN1CCN(C(c2ccc(Cl)cc2)C2Sc3nc(C)nn3C2=O)CC1 (configuration not stated),-10
CC(C)NC(=O)C1(C)CCN1Cc1cccc(Cl)c1 (configuration not stated),-5
CCCN1CCSC1=Nc1cc(C(F)(F)F)ccc1Cl,1
CC(C)N(CCNC(=O)c1cnn(-c2ccc(C(C)(C)C)cc2)c1N)C(C)C,-8
Cc1c(C)n2c3c(=O)n(C)c(=O)n(C)c3nc2n1-c1ccc(Br)cc1,-3
CN(C)CCCNc1nc2cc(-c3ccsc3)sc2c(=O)n1C,10
O=C(CCCN1C(=O)NC2(CCCC2)C1=O)Nc1cccc(-c2cnco2)c1,6
COc1ccc(C(=O)N[C@@H](CCc2ccccc2)C(=O)NCC#N)c(OC)n1,-5
CCCn1c(SCc2nc3cc(Cl)ccc3n2C)n[nH]c1=O,-7
CC(C)C(=O)N1CCCC(C(=O)NC2CCCCC2C)C1 (configuration not stated),9
Cc1nn(C)c(C)c1C(NC(=O)C(C)Oc1ccc(Br)cc1)C(F)(F)F (configuration not stated),1
Cc1cc(C)c(S(=O)(=O)N(C)C)c(C)c1N(C)S(C)(=O)=O,1
Cn1c(=NC(=O)C2=NN(C3CCS(=O)(=O)C3)C(=O)CC2)sc2ccccc21 (configuration not stated),-8
O=C(CN1C(=O)C(=O)N(C2CCCC2)C1=O)c1ccc(CC(=O)N2CCOCC2)s1,-1
O=P1(Nc2ccc(F)c(F)c2F)C=C(c2ccccc2)OC(c2ccccc2)=C1,-43
COc1cc(CNCC(c2cccs2)N2CCC(C)CC2)cc2c1OCCO2 (configuration not stated),8
CC1N(O)C(C)(C)C(c2ccco2)=[N+]1[O-] (configuration not stated),1
CCC(=O)NNC(=O)Cc1nc2sc(C)c(C)c2c(=O)[nH]1,-4
CC(C)(C)C(=O)NC(C(=O)O)C12CC3CC(CC(C3)C1)C2 (configuration not stated),45
Cc1nc2n(c(=O)c1CCN1CCC(c3noc4cc(F)ccc34)CC1)CCC[C@H]2O,-5
N#CC(NC(=O)/C=C/c1ccncc1)c1cccc(Cl)c1Cl (configuration not stated),-2
COc1cccc(-c2ccccc2NC(=O)C2CCN(Cc3ccc(C)o3)CC2)c1,13
N#Cc1c(F)cccc1N1CCCC(c2nnc3ccccn23)C1 (configuration not stated),-17
NC(=O)C1CCCN(CCn2ccnc2-c2ccncc2)C1 (configuration not stated),3
CS(=O)(=O)c1ccc(CC(=O)N(Cc2ccccn2)c2nc3ccccc3s2)cc1,-9
COc1cccnc1-c1cc(O)cc(CCC2CCCCN2)c1 (configuration not stated),7
Cc1nnc(NC(=O)c2nc3nccc(C)n3n2)o1,0
CCOC(=O)Cn1c(=O)c2c(nc3n(-c4ccc(F)cc4)c(C)c(C)n23)n(C)c1=O,-8
Cc1nc2c(c(=O)[nH]1)CCN(C(=O)CC(c1ccccc1)c1ccccc1)C2,-10

The list goes on.
canonical_smiles	mcGAS MS inh
O=C1NC(Cc2ccccc2)C(=O)N(CC(=O)N2CCCCC2c2nccs2)c2ccccc21 (configuration not stated)	0
Cc1cccn2c(CC(=O)NCC(C)Oc3cccnc3)cnc12 (configuration not stated)	-16
CCc1ccc2oc3c(c(=O)c2c1)C(c1ccncc1)N(c1cc(C)on1)C3=O (configuration not stated)	-16
CCOC(=O)C1C(c2ccoc2)n2ncnc2NC1(O)C(F)(F)F (configuration not stated)	-10
Cc1cc(C)c2c(c1)CC(C)(C)C(=O)N(CCc1ccncc1)C2=O	-1
COc1ccc2c(ccc[n+]2CC(=O)c2ccc(C)cc2)c1	3
Cn1ccnc1[C@@H]1C[C@H](NC(=O)c2ccccc2)C[C@H](Cc2ccccc2)O1	-9
CC1(C)OC(C)(C)/C(=C/c2ccc(Cl)cc2)C1=O	0
CC(C)[C@@H]1NC(=O)N(c2ccc3c(c2)OC(c2ccncc2)N3)C1=O (some centres not stated)	-7
CN(C(=O)Cn1ccccc1=O)C1CCCCCC1	-7
Cc1ccccc1N1CCN(C2CCCN(C(=O)c3noc4c3CCCC4)C2)CC1 (configuration not stated)	-2
COc1c(Cl)cc(NC(=O)c2scnc2C)cc1Cl	-2
CCn1c(C)ccc(C(=O)N[C@H]2C[C@H]3C(=O)N(C)CC(=O)N3C2)c1=O	-12
CC(NC(=O)c1cc(COc2cccc(C(F)(F)F)c2)on1)c1nccs1 (configuration not stated)	-6
Cc1cc(C(=O)Cn2cnc3sccc3c2=O)c(C)n1CC1CCCO1 (configuration not stated)	-8
COC(=O)c1nc(NS(=O)(=O)c2cccc3c2OCCO3)n[nH]1	-37
Cc1cc(Br)cnc1-n1cnnc1	-28
Cn1ccn2ncc(C(=O)N3CCCC(C(=O)NCCCO)C3)c12 (configuration not stated)	-7
COCCNC(=O)C(NC(=O)C1CCCC1)C1CCN(C(=O)c2ccco2)CC1 (configuration not stated)	-9
O=C(NCCSc1ccccc1)c1ccc(F)cc1	-6
Cc1ccc(NC(=O)C(C)S(=O)(=O)Cc2cccc(Br)c2)c(O)c1 (configuration not stated)	-8
CCc1ccccc1-c1ccc(NC(C)=O)c(OC)c1	-15
O=C(O)c1ccc(OS(=O)(=O)c2ccc(Cl)c(Cl)c2)cc1	-7
CC(C)Cc1nc(CC2C(=O)N(C)C(=O)N2C)n(-c2ccc(F)cc2F)n1 (configuration not stated)	-7
CC(C)C1CN(C(=O)CCc2cscn2)c2ccccc2N1 (configuration not stated)	1
Cc1oc(-c2cc(F)ccc2F)nc1CN1CCN(c2ccccc2)CC1C (configuration not stated)	0
Cc1ccc(S(=O)(=O)N2CCN(C(=O)c3cc4c(C)nn(CC(C)C)c4s3)CC2)c(C)c1	-12
Cc1csc(-c2ccc(C(=O)N(C)C3CCN(C(C)C)CC3)cc2)n1	6
Cc1ccc(N2CCC(CO)(Cc3cccc(F)c3)CC2)nn1	-16
O=C(CSc1nnnn1-c1ccccc1)Nc1cc(Cl)ccc1F	-3
C=C1C(C)(C)[C@H]2CC[C@]1(C(=O)N1CCC(n3cc(CCCC)nn3)CC1)C2	-4
O=C(CC1=C(c2cccs2)CCC1=O)Nc1cnc2n1CCCC2	12
O=C(Cc1ccc(Cl)cc1)NC1(C(F)(F)F)CCC2(CC1)OCCO2	-8
N#CCOc1ccc(CSc2nnc(N3CCCC3)s2)cc1	-3
O=C(O)C1CC2CCCCC2N1S(=O)(=O)c1ccccc1F (configuration not stated)	-5
CCn1nnc2c(=O)n(CC(=O)N3CC(C)OC(C)C3)cnc21 (configuration not stated)	-5
CCCNC(=O)C1CCN(C(=O)c2cc(Cl)ccc2Cl)CC1	-4
CSc1ccc(C(C)NC(=O)NC2CCCC2)cc1 (configuration not stated)	19
COc1cccc(CNc2ncn[nH]2)c1OCc1ccccc1	-6
CC(=C(C#N)C#N)c1ccc2c(c1)OCO2	-2
Cc1cc(CNC(=O)N(C)Cc2ccc(N(C)C)cc2)no1	8
COCCc1ccc(C2=CSC3=NS(=O)(=O)CCN23)cc1	-11
Cc1cccc(NC(=O)NCc2ccc(S(=O)(=O)N3CCCCC3)s2)c1	-9
CCCN(C/C=C/c1ccccc1)C(=O)c1c(C)nc2ncccn12	-11
CSc1ccc(-c2nc(CN3CCN(C)C(CCO)C3)c(C)o2)cc1 (configuration not stated)	-20
CCOc1ccc2ccccc2c1CN1C[C@H](O)[C@@H](N2CCN(C)CC2)C1	-11
COC(=O)NC1CCN(c2ccccc2C(=O)N2CCN(c3ccc(OC)cc3)CC2)CC1	-7
O=C1CCC(C(=O)OCC(=O)C23CC4CC(CC(C4)C2)C3)N1 (configuration not stated)	-5
O=C(NCC1CC1)c1cnc(N2CCN(Cc3ccc(Cl)cc3)C2=O)o1	-7
COCC(C)N=C1NN=C(c2ccc(F)c(F)c2)CS1 (configuration not stated)	13
CCCn1cnnc1CNC(=O)C1CC(=O)N(Cc2ccc(C)cc2)C1 (configuration not stated)	-24
CCn1cc(CN2N=C(C)CC2c2ccccc2)c(C)n1 (configuration not stated)	-2
O=C(c1n[nH]c2c1CCCC2)N1CCOC2(CNCCOC2)C1 (configuration not stated)	-12
Cc1csc(SCC(=O)N2CCC(c3cc(C(C)C)n[nH]3)CC2)n1	-13
CCc1ccc(N2CCN(C(=O)c3ccc4c(c3)C(=O)N(c3ccc(C)cc3)C4=O)CC2)cc1	-9
CCOC(=O)CC(=O)CSC1=NS(=O)(=O)c2ccccc2N1	-9
O=C(Cn1nc2ccccn2c1=O)Nc1cc(Cl)c(Cl)cn1	-8
CC1CCN(c2ncc(C#N)c(NC(=O)CN3CCN(c4ccccc4)CC3)n2)CC1	2
CCc1ccc(-c2cncc(CN3CCOCC3)c2)cc1	-15
COc1ccc(Br)cc1CNc1ccc2[nH]c(=O)[nH]c2c1	1

(cont.)
canonical_smiles	mcGAS MS inh
Cc1c(C(=O)NCCSc2ccccn2)cnn1-c1ccccn1	-8
CC(=O)N1CCC(NC(=O)CNc2c(C)cccc2C(C)C)CC1	-3
CN(Cc1ccccc1OC(F)(F)F)C(=O)NCCc1ccccc1	-13
CCN1CCC(N2CCOc3c(O)cc(-c4cccc(Cl)c4)cc3C2)CC1	-5
CCN(CC)C1CCN(C(=O)NCCc2cccc(O)c2)C1 (configuration not stated)	-12
Fc1ccccc1OC1CN(c2nc(-c3ccncc3)nc3c2CNC3)C1	24
CCOC(=O)c1ccc(-n2ccc3c(cnc4ncnn43)c2=O)cc1	-10
CC(C)(C)CC(=O)NCc1cccnc1-n1cccn1	-8
COc1ccc(-c2nc(CN3[C@@H]4CC[C@H]3CC(O)C4)c(C)o2)cc1OC (some centres not stated)	-13
CSc1nc2ccccc2[nH]1	-16

A portion of the library; count on the stated rates, not on these rows.
